Bioassay records: PubChem BioAssay, National Center for Advancing Translational Sciences (NCATS)
Lipid storage S3: qHTS Assay for Lipid Storage Modulators in Drosophila S3 Cells. lipid storage change, negative = inhibition, % at the top dose, mostly 46.1 µM; hits show Potency in µM. 0.64% of 320,000 active. Drosophila S3 cells, BODIPY lipid droplet fluorescence, 18-24 h; cells fed with added oleic acid; active = well fitted inhibition curve with a large enough effect in the signal ratio, with a control signal flat, not every such curve was filed as active; inconclusive = small, poorly fitted or top-dose-only effect, or effect the other way, or a change in a side signal; the % refers to the signal ratio
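Drosophila S3 cells loaded with oleic acid (400 uM, as added) and compounds at several concentrations; lipid droplets imaged by 488-nm laser-scanning cytometry, 500–530 nm intensity and object ratio to cell channel. Percent activity normalized to 20 uM Triacsin C.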
Lipid storage S3 cell count max: further read-out of Lipid storage S3, marked with its call; cell number change, %; measured here: cell count max response;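 cells counted by Cell Tracker Red CMTPX staining in the red channel; peak over a dose series mostly up to 46.1 µM; percent activity relative to internal control wells on each plate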
The depositor's hits bear a star; i = inactive; ? = inconclusive; . = not tested or not shown; [ ] = dose if it differs, or a comment. % is scaled to controls: 0 for no effect and ±100 for the full control effect; potency is read from the fitted curve at half-maximal effect. A portion of the library; rates above refer to the full screens.

Structure,Lipid storage S3,Lipid storage S3 cell count max
Cc1ccc(C)c(OCCC(=O)OC(C)C(=O)Nc2c(C)n(C)n(-c3ccccc3)c2=O)c1 (centres undefined),?,.
O=c1ccc(-c2ccc(S(=O)(=O)Nc3ccc(F)cc3)s2)n[nH]1,?,.
Cn1c(SCC(=O)NCc2cccs2)nnc1-c1cccs1,?,.
CCOC(=O)C1(CC2CC2)CCN(Cc2ccc(O)c(Cl)c2)CC1,2.3%,-15.6
Cn1c(CNC(=O)CNC(=O)Cc2ccc(Cl)cc2)cc(=O)n(C)c1=O,?,.
CC(C)CNC(=O)CSc1nnc(CN2CCCCCC2=O)n1-c1ccccn1,?,.
CCOC(=O)Cc1cc(=O)n2[nH]cc(-c3ccc(Cl)cc3)c2n1,-10.3%,-4.7
COc1ccc(OC)c(-c2csc(N(Cc3ccco3)C(=O)c3cccs3)n2)c1,?,.
Cc1cc(NC(=O)CSCC(=O)Nc2ccccc2OC(F)F)no1,?,.
CCc1ccc2c(COn3nnc4ccc(S(=O)(=O)N(C)C)cc43)cc(=O)oc2c1,9.9%,-6.5
CN(C(=O)c1ccccc1C(=O)OCC(=O)NCc1cccs1)C1CCCCC1,-2.8%,-15.6
CCOc1ccc(N2C(=O)C3C(c4ccccc4)=NN(c4ccccc4)C3C2=O)cc1 (centres undefined),5.5%,-3.0

The list goes on:
Structure,Lipid storage S3,Lipid storage S3 cell count max
CCOC(=O)N1CCC(NC2CCCCCCC2)CC1,1.8%,-0.7
CC(C)c1cc(C(=O)O)c2ccccc2n1,-11.0%,-13.2
CCOC(=O)C1=C(C)Nc2ncnn2C1c1c[nH]c2ccccc12 (centres undefined),?,.
CCn1c(=O)[nH]c2ccccc2c1=O,-1.7%,17.6
COc1ccc(N(CC(=O)NC2CCCC2)C(=O)CCC(=O)Nc2cc(C)on2)c(OC)c1,?,.
Cc1ccn2c(=O)c(C(=O)NCCCN3CCCC3=O)c(O)nc2c1,i,.
O=C(NCc1ccccc1Cl)c1ccc2c(c1)SC1=NS(=O)(=O)CCN12,?,.
O=C(CCc1nc2ccccc2[nH]1)N1CCN(C(=O)c2ccco2)CC1,?,.
Cc1cccc2c1N(CCOc1ccccc1)C(=O)C2=O,-4.8%,-8.0
Cc1cc(C)c(NC(=O)c2ccc3c(c2)NC(=O)C(C)S3)c(C)c1 (centres undefined),?,.
COc1ccc(C2c3ccc4ccccc4c3Oc3ncn(Cc4ccco4)c(=N)c32)cc1OC (centres undefined),-17.7%,-7.2
O=C(CCN1C(=O)S/C(=C\c2ccc(Cl)cc2)C1=O)Nc1ccc(C(=O)O)cc1,-5.0%,5.3

(cont.)
Structure,Lipid storage S3,Lipid storage S3 cell count max
O=C(CSc1ncnc2nc[nH]c12)NCCc1ccccc1,?,.
O=S(=O)(Nc1nccs1)c1ccc(NCc2cc(Br)cc(Br)c2O)cc1,-14.7%,-11.4
CC(C)N(C(=O)COC(=O)c1ccc(Cl)nc1)C(C)C,?,.
Cc1ccsc1/C=N/N1CCN(c2ccccc2)CC1,?,.
CCOc1cc(/C=N/NC(=O)C(=O)NC)cc(Br)c1O,15.9%,-8.7
Cc1nn(-c2ccccc2)c(C)c1NC(=O)COC(=O)[C@@H](NC(=O)c1ccccc1)C(C)C,?,.
Cc1cc(C(=O)NC(C)c2ccncc2)no1 (centres undefined),?,.
COc1ccccc1C(=O)NC(=O)Cn1nc(C)c([N+](=O)[O-])c1C,?,.
O=C(Nc1cccc(Cl)c1)N1CCSc2cc(Cl)ccc21,?,.
O=C(N/N=C/c1c(Cl)cccc1Cl)C(=O)NC1CC1,?,.
COC(c1ccc(Cl)cc1)(c1ccc(Cl)cc1)C(Oc1nc(C)cc(C)n1)C(=O)O (centres undefined),13.3%,12.9
C=CCCN(Cc1ccccc1)S(=O)(=O)c1ccccc1Br,?,.

Next entries:
Structure,Lipid storage S3,Lipid storage S3 cell count max
O=C(Nc1ccc(Cc2ccncc2)cc1)c1ccc(S(=O)(=O)N2CCOCC2)cc1,?,.
O=C(CSc1nnc(-c2ccc(Cl)cc2Cl)n1C1CCCCC1)N1CCCC1,?,.
Cc1ccc(C(=O)Nc2cc3c(oc2=O)CCCC3=O)cc1,?,.
Cc1ccc(S(=O)(=O)N2c3ccccc3NC(=O)C2CC(=O)Nc2ccccc2)cc1 (centres undefined),?,.
COc1ccc(/C=C/C(=O)OCC(=O)Nc2ccc(Cl)cn2)cc1,?,.
O=C(NCc1ccc(Cl)cc1)NCC(F)(F)F,-4.6%,0.7
CC(C)CCNC(=O)C(c1ccc(O)cc1)N(Cc1cccs1)C(=O)C1COc2ccccc2O1 (centres undefined),?,.
O=C(NCc1cccnc1)c1ccc(Cn2c(=S)[nH]c3ccc(Br)cc3c2=O)cc1,i,-21.4
Cc1nc2ccccn2c1C(=O)NNC(=O)Nc1ccccc1,-3.1%,.
Cc1onc(-c2ccccc2Cl)c1-c1nc(-c2ccncc2)no1,?,.
Cn1nnnc1SCc1cccc(CSc2nnnn2C)n1,?,.
COc1ccc(N2CCN(C(=O)CSc3nnc(Cn4nnc5ccccc54)n3C)CC2)cc1,i,.

Random excerpt: 5 entries already listed
Structure,Lipid storage S3,Lipid storage S3 cell count max
O=C(Nc1ccc(Cc2ccncc2)cc1)c1ccc(S(=O)(=O)N2CCOCC2)cc1,?,.
Cn1nnnc1SCc1cccc(CSc2nnnn2C)n1,?,.
O=C(NCc1ccc(Cl)cc1)NCC(F)(F)F,-4.6%,0.7
Cc1onc(-c2ccccc2Cl)c1-c1nc(-c2ccncc2)no1,?,.
COc1ccc(/C=C/C(=O)OCC(=O)Nc2ccc(Cl)cn2)cc1,?,.

The list goes on.
Structure,Lipid storage S3,Lipid storage S3 cell count max
Cc1ccc(N(C(=O)C2CCC(=O)N2)C2(C(=O)NC3CCCCC3)CCCCC2)cc1 (centres undefined),-9.7%,-0.3
CC1CCCCC1NC(=O)CCn1c(=O)sc2ccccc21 (centres undefined),-16.4%,-10.6
COc1ccc(CNC(=O)Cn2c(=O)oc3cc(S(=O)(=O)N4CCCC4)ccc32)cc1,?,.
CCOCc1nnc(NS(C)(=O)=O)s1,-9.5%,-8.8
O=C(CN1CCC(Cc2ccccc2)CC1)NCCc1ccc(F)cc1,9.1%,-13.3
CNC(=O)c1sccc1Oc1ccc(F)cc1[N+](=O)[O-],?,.
Cc1noc(C)c1COC(=O)c1cccc(S(=O)(=O)N2CCOCC2)c1,-28.9%[0.0737 µM],16.2
Cc1cc(Cl)c2cc3ccccc3cc2n1,2.9%,9.5
CCO[C@@H]1OC(C(=O)O)=C[C@H](C2CCCCC2)[C@H]1CCCO,-8.9%,6.8
COc1ccc(C(=S)N2CCOCC2)cc1OC(=O)c1ccccc1Cl,-28.4%,11.8
Cc1c(C(=O)O)oc2ccc(S(=O)(=O)N3CCCCC3C(=O)O)cc12 (centres undefined),?,.
O=C(Nc1ccccc1N1CCCC1)c1cccnc1,8.1%,12.4

Carrying on:
Structure,Lipid storage S3,Lipid storage S3 cell count max
Cc1ccsc1CNC(=O)c1c(-c2ccccc2)noc1C,-15.0%,4.8
COc1ccccc1NC(=O)CN1CCN(CC(=O)Nc2ccc(F)cc2F)CC1,?,.
O=c1[nH]nc(-c2ccc(F)cc2)cc1-c1ccccc1,13.8%,10.8
Cc1c(C(=O)OCC(=O)NC2CCCCC2)oc2ccccc12,?,.
CCCCn1c(-c2ccc([N+](=O)[O-])cc2)n[nH]c1=S,?,.
COc1cc(NC(=O)CSc2nnc(-c3cc(C)on3)o2)cc(OC)c1,?,.
O=C(N/N=C/c1cc2c(cc1Br)OCO2)c1cccnc1,4.7%,12.4
O=S(=O)(c1ccccc1)N1CCN=C1SCc1ccccc1,?,.
CN(c1ccccc1)S(=O)(=O)c1cccc(NC(=O)c2cccc(C#N)c2)c1,?,.
CN1CCN(NC(=O)c2cccc(C(F)(F)F)c2)CC1,-19.4%,-0.7
COc1cccc(C(=O)NC2CCSC2=O)c1 (centres undefined),14.3%,-14.2
COC(=O)c1ccc(SCC(=O)NCc2ccccc2)c([N+](=O)[O-])c1,2.5%,-2.4

An excerpt of these results, with values under each structure:
Every second line gives: Lipid storage S3	Lipid storage S3 cell count max
COc1ccccc1NC(=O)CN1CCN(CC(=O)Nc2ccc(F)cc2F)CC1
    ?	.
CN(c1ccccc1)S(=O)(=O)c1cccc(NC(=O)c2cccc(C#N)c2)c1
    ?	.
COc1cccc(C(=O)NC2CCSC2=O)c1 (centres undefined)
    14.3%	-14.2
COC(=O)c1ccc(SCC(=O)NCc2ccccc2)c([N+](=O)[O-])c1
    2.5%	-2.4
O=c1[nH]nc(-c2ccc(F)cc2)cc1-c1ccccc1
    13.8%	10.8
COc1cc(NC(=O)CSc2nnc(-c3cc(C)on3)o2)cc(OC)c1
    ?	.

Additional entries follow.
Structure,Lipid storage S3,Lipid storage S3 cell count max
COc1ccc(N2CCN(C(=O)COc3ncnc4ccccc34)CC2)cc1,?,.
CN(C(=O)c1ccccn1)c1nnc(-c2cnccn2)s1,7.3%,-9.8
COc1cc(OC)c2ccc(=O)oc2c1C(CCN1CCN(c2ccccc2)CC1)c1ccc(N(C)C)cc1 (centres undefined),4.3%,-0.1
CCCn1c(=O)c(C(=O)NNC(=O)c2ccccc2Cl)c(O)c2ccccc21,?,.
CCCOc1ccc(C(C)=O)cc1Cc1c(O)nc(SC)[nH]c1=O,20.1%,10.1
O=C(CCn1c(=O)c2sccc2n(CC(=O)NCc2ccco2)c1=O)NCc1ccccc1,?,.
CSc1ccccc1NC(=O)CNCCCN1CCOCC1,4.1%,3.6
O=C(Nc1cccc(-c2cccc(Cl)c2)c1)C1CCN(Cc2ccccn2)CC1,?,.
CCN(CC)CCNC(=O)NC1CCCCC1,?,.
CC(C)c1onc(C(=O)NC2CCCCC2)c1[N+](=O)[O-],8.1%,0.6
O=C(CNC(=O)c1ccc2c(c1)OCCO2)N/N=C/c1ccco1,-12.0%,-6.7
COc1ccc(OC)c(NC2c3ncccc3C(=O)N2Cc2ccco2)c1 (centres undefined),7.7%,.

The list goes on:
Structure,Lipid storage S3,Lipid storage S3 cell count max
Nc1c(N(CCC2=CCCCC2)C(=O)c2ccccc2F)c(=O)[nH]c(=O)n1Cc1ccccc1,-0.1%,-8.9
Cc1ccc(NC(=O)COC(=O)/C(=C/c2cccs2)c2cccs2)cc1S(=O)(=O)N(C)C,?,.
CCn1c(SCC(=O)NCC(=O)Nc2ccc(F)cc2)nnc1-c1cccs1,6.8%,-1.1
CC(=O)Nc1ccc(NC(=O)C(C)Sc2n[nH]c(-c3cccs3)n2)cc1 (centres undefined),?,.
CCCCc1cc(-c2n[nH]c(=S)o2)c2ccccc2n1,-2.1%,-0.9
COc1ccccc1C(=O)Nc1ccc(Br)cc1C,7.9%,6.2
COC(=O)c1ccc(N=NN2CCCCCC2)cc1,26.1%,-19.1
CN(C)S(=O)(=O)Oc1cccc(C(=O)Nc2cccc(Cl)c2)c1,-25.3%,4.7
Cc1ccnc(Sc2nc3c(c(=O)[nH]c(=O)n3C)n2CCCc2ccccc2)n1,24.9%,0.6
CN(C)S(=O)(=O)c1ccc(N2CCCC2)c(C(=O)NCC(=O)Nc2ccc(F)c(F)c2)c1,15.9%,-5.5
Cc1ccc(S(=O)(=O)NN2Cc3ccccc3C2=N)cc1,-10.2%,-25.2
